Lipid droplet – modulators of hepatic lipid droplet formation; AML12 mouse hepatocytes, oleate lipid droplets, BODIPY imaging; inhibition, % at 6.5 µM; actives 0.4% (n = 240,000); AID 1656;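 active means lipid droplet intensity inhibited by at least 50%, with more than 500 cells counted; inconclusive means wells with under 300 cells, treated as cytotoxic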
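Material – AML12 mouse liver cells · Also added – oleate loading, 100 µM · Compound dosing – 6.5 µM single-point dosing · Times – overnight treatment with compound plus oleate · Measured by – fluorescence imaging, 20x objective, two fields per well · Read-out – percent inhibition of filter-corrected integrated lipid droplet intensity per well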
Siah-1 displacement – blockers of Siah-1 interaction with plectin peptide – biochemical, fluorescence polarization, rhodamine-plectin, uHTS, primary screen (AID 1817); Siah-1 / rhodamine-plectin peptide fluorescence polarization; higher % means a stronger effect; displacement, % at 20 µM, or IC50 in µM where a hit was titrated; actives 0.02% (n = 290,000);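 active means displacement of at least 50% at 20 µM, with a fluorescence ratio check between 0.3 and a set limit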;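 further: plate controls were Siah plus tracer with DMSO for no effect and tracer alone without Siah for full effect; strong numbers were not always called active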
AID2073 – inhibitors of Mint1-CaV2.2 protein interaction, biochemical, HTRF (AID 2073); HTRF protein-protein interaction, Mint1-CaV2.2; higher % means a stronger effect; inhibition, % at 20 µM, or IC50 in µM where a hit was titrated; actives 0.19% (n = 290,000); in the data active means inhibition mostly above about 51%, no sharp cut-off; inconclusive means no clear call, values can overlap the other calls; inactive means mostly below about 53%; further: some results filed as inactive read as strong as hits
XIAP antagonists – XIAP antagonists, biochemical, IAP family, fluorescence polarization (AID 1018); XIAP BIR domain, fluorescence polarization peptide displacement; higher % means a stronger effect; one-dose displacement, % at 20 µM; IC50 in µM for titrated hits; actives 0.007% (n = 200,000); in the data active means displacement above about 50%; further: a part of the inactive calls stands beside numbers as strong as those of hits
HIV peptide binding – cell-free HIV fusion peptide-binding blockers – biochemical, uHTS, fluorescence dequenching, primary screen (AID 1986); inhibition, % at 20 µM; hits with a dose series show IC50 in µM; cell-free peptide binding, fluorescence dequenching, 30 min; higher % means a stronger effect; actives 0.3% (n = 290,000); in the data active means inhibition mostly above about 52%, no sharp cut-off; inactive means mostly below about 76%; further: some results filed as inactive read as strong as hits
HEK293 NOD2/NF-kB – NOD2 signaling inhibitors, cell-based, luminescence, uHTS, HEK293 (AID 1566). actives 0.63% (n = 290,000). one-dose inhibition, % at 4 µM; EC50 in µM for titrated hits. HEK293 NOD2/NF-kB luciferase reporter, luminescence; higher % means a stronger effect; further: many of its hits are not listed in these tables
NS5 inhibitors – Dengue-2 NS5 methyltransferase inhibitors, primary screen, biochemical, confirmation dose response (AID 588689) | actives 0.3% (n = 340,000) | one-dose inhibition, % at 25 µM; IC50 in µM for titrated hits | Dengue-2 NS5 methyltransferase capping enzyme assay, biochemical; higher % means a stronger effect; in the data active means a potency from the dose series; inconclusive means inhibition above about 29% without an active follow-up result
LYP phosphatase – PTPN22 lymphoid phosphatase activity blockers – biochemical, fluorescence intensity, uHTS (AID 1779). recombinant LYP phosphatase, fluorescence intensity; higher % means a stronger effect. one-dose inhibition, % at 11.5 µM; IC50 in µM for titrated hits. actives 0.054% (n = 290,000);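 further: plate controls were vehicle with enzyme for no effect and no enzyme for full effect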
Myeloid diff 2 – myeloid differentiation induction. AID 624256. actives 1% (n = 360,000). calls only at 10 µM. ER-HoxA9 myeloid progenitors, lysozyme-GFP differentiation, flow cytometry;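 active means normalized GFP-positive differentiation at or above the plate's own cutoff, the solvent-only control mean plus 3 SD; inconclusive means no clear call, values can overlap the other calls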;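 further: cells exposed to compound for four days before flow analysis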
Lipid droplet cells 6.5 µM – also measured in Lipid droplet; calls as there; cell count; measured here: cell count, cytotoxicity flag;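 cells counted across two imaged fields per well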
Myeloid diff 2 GFP+ MAC1+ % – recorded beside Myeloid diff 2, whose call it bears; GFP+ MAC1+ double positive, %; measured here: differentiation confirmed by MAC1 staining
Active calls of the source: *; i = inactive; ? = inconclusive; . = no result given; + = active, no number. Unless noted, no stated cut-off is given here; in the data, active means inhibition above about 50%; inactive means the rest. An excerpt; the hit share may differ from the screen's.

SMILES	Lipid droplet	Lipid droplet cells 6.5 µM	Siah-1 displacement	AID2073	XIAP antagonists	HIV peptide binding	HEK293 NOD2/NF-kB	NS5 inhibitors	LYP phosphatase	Myeloid diff 2	Myeloid diff 2 GFP+ MAC1+ %
O=C(c1cccnc1)N1CCN(S(=O)(=O)c2cccc(Cl)c2)CC1	23	671	-2%	6%	.	-0.8%	5%	3%	-8%	i	0.3
COCCn1c(N)c(N(Cc2ccccc2)C(=O)c2ccc(C#N)cc2)c(=O)[nH]c1=O	38	691	-2%	-20%	-11%	2.3%	6%	3%	-8%	i	0.5
Cc1ccc(S(=O)(=O)c2nc(S(C)(=O)=O)sc2N2CCCCC2C)cc1 (configuration not stated)	-4	711	-4%	0%	.	0.6%	24%	0%	-5%	+	8.9*
N#CCCN1CCN(C(=S)c2ccc(-c3cc(Cl)ccc3Cl)o2)CC1	.	.	-1%	8%	-6.9%	4.3%	-9%	-1%	-1%	i	1.4
COc1ccc(CCNS(=O)(=O)c2cccc3nsnc23)cc1OC	15	707	-2%	28%	-4.2%	0.3%	14%	-3%	-5%	i	9.7
O=C(CSc1n[nH]c(-c2ccncc2)n1)NC1CCS(=O)(=O)C1 (configuration not stated)	.	.	-4%	9%	-4.6%	1.6%	-6%	0%	-5%	i	1.1
Cc1nc(-c2ccc(C(=O)Nc3cc(S(N)(=O)=O)ccc3C)cc2)cs1	2	883	-3%	11%	.	-1.8%	13%	3%	-7%	i	0.7
c1ccc(CSc2ccc(-c3ccccn3)nn2)cc1	1	726	-13%	-10%	4.0%	-2.5%	-169%	-6%	-2%	i	0.5
O=c1oc(-c2cccs2)nc2scc(-c3cccs3)c12	0	714	0%	14%	-0.6%	6.9%	-23%	1%	-3%	i	0.4
O=[N+]([O-])C(C1CCS(=O)(=O)C1)C1CCS(=O)(=O)C1 (configuration not stated)	13	703	-1%	7%	-1.4%	0.8%	14%	.	0%	i	0.6
FC(F)(F)c1ccc2nnc(-c3c(Cl)cccc3Cl)n2c1	.	.	1%	-2%	-4.3%	-0.9%	26%	-2%	-9%	i	0.3
Cc1ccc(S(=O)(=O)N2CCCC(C(=O)NCCC3=CCCCC3)C2)cc1 (configuration not stated)	0	686	-1%	8%	1.5%	-1.8%	-40%	-1%	-10%	i	0.4
COc1ccc(CNCc2ccc(OC)c3ccccc23)cc1	6	848	-1%	6%	.	-0.8%	-1%	-3%	-9%	i	0.8
CCN1CCN(CC(=O)Nc2nc3ccc(OC)cc3s2)CC1	4	760	-7%	3%	-2.3%	3.2%	14%	9%	-4%	i	0.6
COCCCNC(=O)/C(=C\c1cccn1C)NC(=O)c1cccs1	3	684	3%	14%	-2.8%	4.1%	16%	3%	-2%	i	0.2
Cc1ccc(C(C(=O)NC2CCCCC2)N(Cc2ccco2)C(=O)C2COc3ccccc3O2)o1 (configuration not stated)	1	814	1%	-1%	-24%	-0.2%	-44%	-2%	-4%	i	2.2
O=C(CN(c1cccc(Cl)c1)S(=O)(=O)c1ccc(Cl)cc1)NCc1ccccn1	-14	714	-4%	?	.	-0.8%	9%	-3%	-4%	i	1.5
COc1cccc(/C=C/C(=O)OCC(=O)Nc2cc(S(=O)(=O)N3CCOCC3)ccc2C)c1	-1	723	-6%	25%	-2.3%	3.6%	14%	-1%	-6%	i	0.2
Fc1ccc(C2=NNC(=NCc3ccccc3)SC2)cc1F	1	704	2%	8%	-2.8%	10%	-33%	-5%	7%	i	0.0
Cc1ccsc1C1C2=C(CC(C)(C)CC2=O)Nc2ncnn21 (configuration not stated)	.	.	1%	1%	-3.9%	-2.0%	3%	12%	-6%	i	1.8
CC(CC(=O)O)CC(=O)NNC(=O)c1cccc(Br)c1 (configuration not stated)	4	734	21%	-2%	-9.1%	-0.4%	11%	0%	-8%	i	0.3
COc1ccc(C)cc1NC(=O)c1cnc2sccn2c1=O	18	515	-1%	10%	-4.5%	-1.9%	-10%	.	-2%	.	.
O=S(=O)(/N=C(/Nc1ccccc1)c1ccccc1O)c1ccccc1	-10	664	1%	-7%	-9.4%	-0.2%	3%	-10%	-1%	i	1.2
CSc1nnc(N2C(=O)C(O)=C(C(=O)c3ccco3)C2c2ccccc2)s1 (configuration not stated)	26	653	0%	0%	.	41%	10%	8%	-7%	i	14
Cc1ccc(NC(=O)CCS(=O)(=O)c2cc3[nH]c(=O)c(=O)[nH]c3cc2C)cc1	-1	715	10%	10%	.	1.6%	0%	1%	-10%	i	0.3
CC(=O)Nc1sc(C)c(C)c1C(=O)OCC(=O)Nc1cc(S(C)(=O)=O)ccc1Cl	1	761	-4%	-16%	.	1.6%	3%	-5%	-2%	i	0.6
Cc1cc(Cl)ccc1NC(=S)NCCC(c1ccccc1)c1ccccc1	-36	690	6%	-1%	1.0%	-1.2%	-22%	-12%	9%	i	0.1
CC(C)Oc1ccc(OCCn2c(S(=O)(=O)O)nc3c(N)ncnc32)cc1	0	792	3%	10%	.	0.9%	-10%	-10%	-7%	i	0.2
CN=C(c1ccc([N+](=O)[O-])cc1)N1CCCCC1	-22	666	-2%	-5%	-8.0%	-0.8%	-3%	-10%	4%	i	0.4
COCCCn1c(C(=O)NCCC2=CCCCC2)cc2c(=O)n3cccc(C)c3nc21	17	745	0%	?	.	3.1%	22%	0%	-7%	i	0.0
Cc1cccc(C(=O)NCCN2CCN(c3ccccc3)CC2)c1	.	.	-2%	-2%	-4.4%	-2.0%	4%	5%	-5%	i	1.3
CC(Nc1ccc(F)cc1F)C(=O)NC(=O)NC1CCCCC1 (configuration not stated)	2	692	2%	-9%	-2.7%	-1.0%	2%	-4%	4%	i	0.1
O=C(NCCc1ccccc1)c1cc2ccccc2oc1=O	3	843	-2%	-4%	.	-0.5%	-15%	2%	0%	i	0.3
Cc1ccc(CNC(=O)COC(=O)c2cc3c(s2)CCC(C)C3)cc1 (configuration not stated)	-17	656	3%	6%	-9.2%	1.1%	8%	4%	-2%	i	0.7
COc1cccc(NC(=O)c2ccc(NC(C)=O)cc2)c1	1	733	-4%	-3%	-5.4%	-1.0%	-4%	-2%	-5%	i	0.6
CSc1ccccc1OCc1cc(C(=O)N(C)Cc2c(C)n[nH]c2C)no1	-12	691	3%	-1%	.	-2.1%	5%	1%	-6%	i	0.7
O=C(Nc1ccc2snnc2c1)N1CCN(c2ccccc2)CC1	.	.	-1%	-2%	-5.1%	-0.7%	4%	-4%	-8%	i	0.4
Cc1ccc(S(=O)(=O)N2CCCN(C)CC2)cc1	3	895	8%	4%	.	-1.4%	-7%	-4%	-3%	i	1.0
CN(C)NC(=O)C(NC(=O)c1ccccc1)C12CC3CC(CC(C3)C1)C2 (configuration not stated)	-20	759	-2%	4%	-4.8%	1.9%	15%	-13%	-8%	+	1.5*
Cc1nnsc1S(=O)c1ccc(Cl)c(Cl)c1 (configuration not stated)	.	.	13%	-2%	.	-1.5%	-48%	-19%	-4%	?	.

A section from further up:
SMILES	Lipid droplet	Lipid droplet cells 6.5 µM	Siah-1 displacement	AID2073	XIAP antagonists	HIV peptide binding	HEK293 NOD2/NF-kB	NS5 inhibitors	LYP phosphatase	Myeloid diff 2	Myeloid diff 2 GFP+ MAC1+ %
CN(C)NC(=O)C(NC(=O)c1ccccc1)C12CC3CC(CC(C3)C1)C2 (configuration not stated)	-20	759	-2%	4%	-4.8%	1.9%	15%	-13%	-8%	+	1.5*
Cc1nnsc1S(=O)c1ccc(Cl)c(Cl)c1 (configuration not stated)	.	.	13%	-2%	.	-1.5%	-48%	-19%	-4%	?	.

Next section.
SMILES	Lipid droplet	Lipid droplet cells 6.5 µM	Siah-1 displacement	AID2073	XIAP antagonists	HIV peptide binding	HEK293 NOD2/NF-kB	NS5 inhibitors	LYP phosphatase	Myeloid diff 2	Myeloid diff 2 GFP+ MAC1+ %
CC1CCCN(C(=O)C2CCN(c3nc(-c4ccccc4)nc4c3CCC4)CC2)C1 (configuration not stated)	-7	653	-4%	-6%	.	0.7%	26%	1%	-15%	i	0.6
Cc1onc(-c2c(Cl)cccc2Cl)c1C(=O)NN1CCCCCC1	35	759	12%	-4%	.	-0.6%	1%	-2%	-7%	i	0.4
O=C(Nc1ccnn1C1CCN(CC2CC=CCC2)CC1)c1ccccc1Cl (configuration not stated)	4	756	-1%	5%	.	-1.3%	-1%	0%	-10%	i	4.1
CCOC(=O)c1cc(CC)sc1/N=C/C1=C(O)CCCC1=O	20	689	31%	18%	-1.0%	28%	6%	10%	0%	i	1.8
CS(=O)(=O)Nc1ccc(C2=NN(S(C)(=O)=O)C(c3ccc4nccnc4c3)C2)cc1 (configuration not stated)	-5	657	4%	11%	-3.5%	0.5%	-2%	-2%	-1%	i	0.8
O=S(=O)(NCCc1ccc(F)cc1)c1cccc2cccnc12	-6	715	12%	-4%	-3.5%	0.5%	8%	.	-6%	i	0.2
CN(Cc1ccccc1)c1ncnc2ccc(Br)cc12	-2	693	1%	1%	-1.6%	-2.7%	21%	-3%	-9%	i	0.3
Clc1cccc(CSc2nnc(-c3sccc3-n3cccc3)o2)c1	.	.	-1%	10%	-3.0%	0.1%	9%	.	6%	i	0.8
O=C(NNC(=S)Nc1ccccc1)c1ccccc1[N+](=O)[O-]	4	656	-5%	12%	-4.5%	-1.7%	-83%	1%	2%	i	0.3
CC1=NN(/C(=N\c2nnc(C)s2)Nc2ccccc2)[C@H](c2cccc3ccccc23)S1	7	778	0%	-1%	-7.1%	-2.6%	6%	-2%	2%	i	0.8
CN(CCNC(=O)c1cccc(N2CCCC2=O)c1)Cc1ccccc1	.	.	2%	-2%	3.0%	6.0%	-8%	2%	-5%	i	0.8
C/C(=N\NC(=O)Cc1c[nH]c2ccccc12)c1ccc2ccccc2c1	1	668	1%	2%	-3.8%	-1.9%	37%	-9%	7%	i	0.2
COc1ccc(CN(Cc2ccc(C(=O)O)cc2)C(=S)Nc2ccccc2F)cc1OC	-11	677	7%	-6%	-8.9%	-1.5%	8%	8%	-7%	i	0.0
C/C(=N\NC(=O)c1cccs1)C(C)(C)C	-18	648	1%	29%	-9.3%	-3.7%	5%	6%	-8%	i	0.2
CC(C)c1ccc(NC(=O)C(c2ccc3c(c2)OCO3)N2CCN(C(=O)c3ccco3)CC2)cc1 (configuration not stated)	0	794	2%	-3%	-2.5%	-1.5%	-29%	-8%	5%	i	1.4
COCCCNc1nc2c(c(=O)n(Cc3ccc(Cl)cc3)c(=O)n2C)n1C	-6	840	-12%	7%	.	-1.7%	4%	-4%	-5%	i	0.4
Cc1c(NC(=O)C(Sc2ccccc2)c2ccccc2)cccc1[N+](=O)[O-] (configuration not stated)	.	.	-1%	-3%	-2.1%	3.4%	-19%	-5%	2%	i	0.6

High-throughput results deposited in PubChem BioAssay by several laboratories.
